D3 ag: D3 dopamine receptor (human) agonism; P35462; D3R DiscoveRx beta-arrestin cells, luminescence, 90 min; max activation, %; hit rate 0.58% among 410,000; in the data active means max activation above about 30%; further: 0% is about no effect; mostly tested at two doses, the higher about 12 µM
Target sequence (P35462 whole entry, looked up): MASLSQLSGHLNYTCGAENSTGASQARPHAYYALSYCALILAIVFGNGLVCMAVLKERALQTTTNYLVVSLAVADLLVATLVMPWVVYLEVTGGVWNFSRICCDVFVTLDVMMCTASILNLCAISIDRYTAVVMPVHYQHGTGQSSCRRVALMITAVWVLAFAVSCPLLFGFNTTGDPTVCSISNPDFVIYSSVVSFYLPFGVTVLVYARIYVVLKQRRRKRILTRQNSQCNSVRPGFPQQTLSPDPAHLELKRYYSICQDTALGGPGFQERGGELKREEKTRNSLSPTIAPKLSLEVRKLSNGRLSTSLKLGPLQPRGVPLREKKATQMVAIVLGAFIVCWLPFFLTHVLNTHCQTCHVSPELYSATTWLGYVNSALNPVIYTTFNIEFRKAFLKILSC
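Agonist-mode cell screen: cells plated at 1500/well and incubated overnight at 37 °C, then exposed to library compounds for 90 min at 37 °C. Detection reagent was added for 30–60 min at room temperature, and luminescence was read.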
GLP-1R inv ag: acts as inverse agonist at human GLP-1 receptor; hit rate 1.6% among 410,000; HEK293 GLP-1R CRE-luciferase, luminescence, 24 h; GLP-1R form is constitutively active; Potency, µM (titrated, usually from 38.3 µM), without a hit: top-dose activity change, negative = inhibition, usual class: inhibitors; P43220; AID 624417; further: potency means the concentration at half of the fitted maximal effect; on the % scale 0 is the no-effect control and ±100 the full control effect; nearly all actives have a fitted effect of over 55% in size
Target sequence (P43220 whole entry, looked up): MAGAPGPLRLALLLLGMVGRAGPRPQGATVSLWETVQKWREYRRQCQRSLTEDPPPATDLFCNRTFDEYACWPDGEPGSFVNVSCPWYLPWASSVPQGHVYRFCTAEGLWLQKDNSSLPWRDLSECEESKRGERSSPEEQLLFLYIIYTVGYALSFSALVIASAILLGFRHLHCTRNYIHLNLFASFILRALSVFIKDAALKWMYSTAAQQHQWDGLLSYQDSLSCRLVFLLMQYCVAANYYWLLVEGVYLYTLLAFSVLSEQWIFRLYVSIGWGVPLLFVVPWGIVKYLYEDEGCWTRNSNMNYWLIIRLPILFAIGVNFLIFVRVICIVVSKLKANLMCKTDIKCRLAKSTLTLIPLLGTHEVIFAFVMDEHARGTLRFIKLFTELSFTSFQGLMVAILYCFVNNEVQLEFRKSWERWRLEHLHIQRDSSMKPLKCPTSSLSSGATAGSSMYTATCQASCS
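Using stably transfected HEK293 (constitutively active GLP-1R, cAMP-luciferase reporter), compounds were incubated 24 hr and luciferase measured by luminescence.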
GLP-1R agonist: agonists of human GLP-1 receptor. HEK293 GLP-1R CRE-luciferase, luminescence, 4-6 h; cells express a hypersensitive GLP-1R form. hit rate 0.007% among 380,000. Potency, µM (titrated, usually from 45.6 µM), for inactives: at the highest dose activation, most hits filed as activators. P43220; further: potency means the concentration at half of the fitted maximal effect; % of control where 0% means no effect
PTHR1 agonist: activates the human parathyroid hormone receptor PTHR1; Q03431; Potency, µM (titrated, usually from 115 µM), without a hit: top-dose activation, hits mostly activators; HEK293 GP2 PTHR1 cells, GloSensor cAMP luminescence, 1 h; hit rate 0.075% among 410,000; further: potency means the concentration at half of the fitted maximal effect; nearly all actives have a fitted effect of over 55% in size; some results filed as inactive show a strong effect at the top dose; inactives centre near -15; many of its hits are not listed in these tables
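HEK-293-derived GP2 cells expressing PTHR1 and a GloSensor cAMP reporter, 3,000/well, plated overnight, given luciferin plus IBMX (each 0.5 mM as added) for 1 h at 37 °C, then compound for 1 h at 37 °C. Luminescence was read after 15 min at room temperature.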
KB-V1 MDR tox: kills drug-selected multidrug resistant KB-V1 cells; Potency, µM (highest dose often 46.1 µM), inactives show top-dose activity change, negative = cytotoxicity, hits mostly cytotoxic; hit rate 3.4% among 400,000; AID 1347076; KB-V1 MDR cells viability, CellTiter-Glo, 72 h; further: potency means the concentration at half of the fitted maximal effect; on the % scale 0 is the no-effect control and ±100 the full control effect; nearly all actives have a fitted effect of over 60% in size
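Luminescent ATP read-out (CellTiter-Glo, 10 min) measures survival of drug-selected KB-V1 MDR cells after 72 h, 37 degrees C compound exposure. Medium: phenol-red-free DMEM, 10% FBS. Values from fitted concentration-response curves.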
DRD3 antagonist: blocks the human D3 dopamine receptor; D3R cells, DiscoveRx beta-arrestin luminescence, antagonist mode; hits give low values; AID 652054; hit rate 2.5% among 360,000; max response, negative = inhibition, %; in the data active means max response below about -50%; inconclusive means no clear call, values can overlap the other calls; further: on the % scale 0 is the no-effect control and ±100 the full control effect; mostly tested at two doses, the higher about 12 µM
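Cells plated overnight at 1500 cells/well, then exposed to library compounds with dopamine controls for 90 minutes at 37 degrees C. DiscoveRx reagent added for 30–60 minutes at room temperature; luminescence read, quantitative HTS format.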
GLP1R cytotox: cytotoxicity counter-screen for GLP-1 receptor inverse agonists; Potency, µM (titrated, usually from 38.3 µM), without a hit: top-dose activity change, negative = inhibition, most hits filed as inhibitors; HEK293 cAMP-luciferase reporter cells, luminescence, 24 h; hit rate 0.13% among 410,000;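 further: loss of luciferase light is scored as toxicity; potency means the concentration at half of the fitted maximal effect; on the % scale 0 is the no-effect control and ±100 the full control effect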
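To flag toxic compounds, the library was rerun on cells for 24 hr at 37 deg C and 5% CO2. Viability-linked luminescence was captured 12 min after adding luciferase detection reagent.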
TDP-43 yeast inh: TDP-43 toxicity inhibition in yeast | Potency, µM (highest dose often 46.1 µM), for the others: at the top dose growth rescue (activation), most hits filed as activators | TDP-43 expressing yeast growth rescue, BacTiter-Glo, 24 h | AID 652104 | hit rate 1.8% among 410,000; further: potency means the concentration at half of the fitted maximal effect; % of control where 0% means no effect; nearly all actives have a fitted effect of over 50% in size
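Yeast expressing TDP-43 (pregrown in raffinose, seeded at OD600=0.02 in galactose medium) exposed to compounds 24 hr at 30 deg C. Growth read by BacTiter-Glo luminescence; rescue of toxicity appears as increased signal.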
aSyn yeast inh: inhibitors of alpha-synuclein toxicity in yeast; Yeast expressing alpha-synuclein, growth rescue, BacTiter-Glo, 24 h; Potency, µM (doses to about 46.1 µM), without a hit: at the top dose growth rescue (activation), usual class: activators; hit rate 0.14% among 370,000; AID 652106; further: potency means the concentration at half of the fitted maximal effect; % of control where 0% means no effect; nearly all actives have a fitted effect of over 65% in size
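Screening used galactose-induced yeast with toxic alpha-synuclein levels, exposed to compound for 24 hr at 30 deg C. Cell growth, read with BacTiter-Glo luminescence, gave the measured signal.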
Numbers without * were called inactive; i = inactive; ? = inconclusive; / = no result given; & = joins results of further samples; [ ] = another dose, or the depositor's remark. Unless noted, the call rests on the fitted dose curve; in most records, active means well fitted curve in the direction sought with a large enough effect; inconclusive means small, poorly fitted or top-dose-only effect, or another doubt; inactive means no such curve, though single readings can be large; an effect the other way counts as inactive or inconclusive.

Values run as follows: D3 ag	GLP-1R inv ag	GLP-1R agonist	PTHR1 agonist	KB-V1 MDR tox	DRD3 antagonist	GLP1R cytotox	TDP-43 yeast inh	aSyn yeast inh
> CCOc1ccc(CNC(=O)c2[nH]c3ccccc3c2Sc2ccc(C)cc2)cc1
    3.0	8.7%	/	i	-19.8%	/	-3.0%	-15.6%	/
> O=[N+]([O-])c1cccc(Cl)c1CSc1ccccn1
    -1.8	-17.6%	20.3%	-25.5%	15.4%	0.9	-9.1%	8.0%	-0.6%
> C/C(=N/NC(=O)CNC(=O)C(c1ccccc1)c1ccccc1)c1ccco1
    -2.3	8.6%	5.8%	i	14.4%	1.7	-2.2%	-5.9%	-5.8%
> C[C@@H]1CN([C@@H](C)CO)C(=O)Cc2cc(NC(=O)C3CCCCC3)ccc2O[C@H]1CN(C)S(=O)(=O)c1ccccc1
    1.4	6.3%	8.8%	-2.2%	?	10.6	1.9%	-2.4%	-0.8%
> CCOC(=O)C1(C)NC(c2ccccc2F)C2C(=O)N(CC)C(=O)C21 (stereo not given)
    2.4	20.2%[7.66 µM]	0.2%	i	-2.4%	-3.0	1.7%[7.66 µM]	-5.2%	-4.9%
> Cc1noc(NS(=O)(=O)c2ccc(NC(=O)Cc3ccc([N+](=O)[O-])cc3)cc2)c1C
    0.5	2.8%	-4.5%	-7.1%	21.9%	-8.2	-7.7%	-23.6%	-2.9%
> Nc1ccc(-n2nc3ccccc3n2)cc1
    2.7	10.3%	9.3%	-5.3%	?	9.2	30.0%	16.8%	9.4%
> CCCOc1ccc(Cc2c(COCC)[nH]c(=S)[nH]c2=O)cc1
    1.2	1.1%	-0.3%	i	11.2%	-16.4	-1.8%	0.0%	5.4%
> Nc1nc(CSc2nc3ccccc3s2)nc(N2CCCCC2)n1
    5.9	-4.9%	?	-17.3%[57.5 µM]	0.0%	0.0	-13.3%	10.5%	-0.3%
> CCCCC(=O)N(C)c1c(CC)nc2c(OCC(=O)N3CCOCC3)cccn12
    -6.0	4.3%	-6.7%	-1.0%	-5.3%	0.0	7.4%	0.0%	-5.0%
> O=S(=O)(Nc1ccc(F)cc1Cl)c1ccc(-c2cnc(C3CC3)o2)cc1
    3.1	?	10.5%	-38.2%[inhibitor]	1.46µM*	-14.7	-36.2%	35.5µM*	?
> Cc1ccc(-c2csc(NS(=O)(=O)c3cccc(F)c3)n2)o1
    -6.3	?	-4.9%	i	-3.2%	12.1	-5.6%	13.4%	20.8%
> CCC(C)NC(=O)CNC(=S)N(Cc1ccc(F)cc1)C1CCCCC1 (stereo not given)
    -0.3	6.6%	-0.4%	i	-4.9%	17.1	0.6%	0.0%	5.4%
> O=C(O)c1ccc(OCC(F)(F)F)nc1
    5.8	11.3%	-1.6%	-7.3%	18.6%	-8.4	-2.3%	?	1.8%
> COC(=O)c1cc(=O)nc(NN=C2CCCCC2)s1
    6.4	20.0%	-7.1%	i	6.2%	0.9	-0.6%	5.7%	-13.9%
> Cc1ccccc1OCc1n[nH]c(=S)n1-c1cccc(Cl)c1
    -2.9	-22.5%	-1.6%	-4.7%	-3.0%	-4.7	-0.3%	19.3%	-1.4%
> CC1CCCC(C)N1CC(C)(C)NS(=O)(=O)c1ccc(Cl)cc1 (stereo not given)
    0.3	-2.0%	-8.7%	-17.2%	12.4%	-7.1	7.7%	-5.3%	/
> O=C(NCc1ccco1)c1nc2ncccn2n1
    -1.4	9.0%	-7.1%	-2.8%[57.5 µM]	6.0%	6.4	-0.7%	-4.9%	1.3%
> O=C(Nc1cccc(C(=O)N2CCN(c3ccc(F)cc3)CC2)c1)c1ccccc1
    -1.1	-16.8%	10.7%	-15.1%	?	-11.1	13.1%	4.2%	1.6%
> O=C(OCc1cccc(Cl)c1)c1cc([N+](=O)[O-])ccc1N1CCOCC1
    3.6	?	?	-41.9%[inhibitor]	?	-10.7	-29.0%	20µM*	3.7%
> CC1(C)CC(=O)C(C(=O)C2CCN(S(=O)(=O)c3ccccc3)CC2)C(=O)C1
    3.6	8.2%	0.2%	i	?	6.2	13.9%	-45.2%[inhibitor]	6.3%
> Cc1cc(N2C(=O)C(O)=C(C(=O)c3ccco3)C2c2ccc(O)cc2)no1 (stereo not given)
    -1.0	3.3%	-6.2%	-24.0%[57.5 µM]	16.8%	-17.3	1.3%	-11.3%	-1.0%
> Cc1ccc2c(C(=O)CN3CCSCC3)c(C)[nH]c2c1
    -5.1	-0.5%	-36.1%[inhibitor]	-3.9%	8.6%	-8.7	-1.3%	19.8%	1.2%
> Cc1ccc(/C=N/NC(=O)C(c2ccncc2)N2CCOCC2)cc1 (stereo not given)
    -3.2	1.0%	-3.7%	-23.5%	28.0%	-27.6	12.7%	4.0%	-2.1%
> O=C(NCCCCc1ccccc1)NC[C@@H]1CC[C@@H](Cc2ccc(-c3ccccc3)cc2)O1
    18.5	?	-3.5%	-23.7%	-1.3%	-13.3	1.7%	16.6%	-0.1%
> O=C(/C=C/c1ccc([N+](=O)[O-])cc1)N1CCN(c2ccccc2F)CC1
    -10.1	6.5%	1.9%	-3.1%	-0.7%	-21.8	4.5%[1.53 µM]	-7.0%	-4.8%
> O=C(CSc1nnc(-c2ccccc2)n1Cc1ccccc1)NNC(=O)c1ccccc1O
    6.7	?	-4.4%	-17.0%	-2.9%	28.3	-20.2%	-36.3%[inhibitor]	-9.6%
> Cc1cccc(NC(=O)CNC(=O)Cc2ccc(S(=O)(=O)N3CCOCC3)s2)c1C
    1.1	1.2%	-6.6%	-5.1%	-9.1%	10.5	1.4%	5.7%	2.7%
> CSCCC(NS(=O)(=O)c1ccccc1F)C(=O)N1CCCCCCC1 (stereo not given)
    3.2	-1.2%	13.4%	i	-26.9%	7.0	-12.8%	14.1%	3.0%
> O=C(COC(=O)COc1ccc(Br)cc1)Nc1ccc2c(c1)OCCO2
    2.4	1.9%	-0.2%	i	14.1%	-0.5	-12.8%	-4.2%	5.9%
> CC(C)c1cc(C(=O)N2CCCC(N3CCN(c4ccc(F)cc4)CC3)C2)no1 (stereo not given)
    2.8	-14.0%	2.2%	-21.5%	0.0%	7.6	-4.8%	3.9%	-10.3%
> CC(=O)c1c(N2CCN(C(=O)c3ccco3)CC2)nc(=S)n(-c2ccccc2)c1C
    -3.2	-2.3%	-8.3%	i	-3.2%	16.6	8.5%	-17.6%	-2.3%
> CCC(C)(NC=O)C(=O)Nc1c(C)cccc1C (stereo not given)
    4.6	9.5%	-2.7%	i	5.9%	19.6	-4.3%	-9.1%	-2.5%
> COc1ccc(CCn2nnc(-c3ccc(NC(C)=O)c(Cl)c3)n2)cc1
    -0.9	-0.3%	-10.3%	-10.6%[57.5 µM]	6.7%	1.8	-7.4%	0.0%	6.5%
> CN(C(=O)COC(=O)c1cccc(F)c1)c1ccccc1
    -1.6	16.4%	8.6%	i	-3.7%	-4.1	3.9%	11.5%	3.7%
> CC[N+](CC)(CC)CC(=O)Nc1c(C)cccc1C
    -5.6	7.3%	-4.0%	-27.4%	14.7%	1.6	-4.3%	18.8%	0.3%&-8.3%
> Cc1csc(SCC(=O)NC2CCS(=O)(=O)C2)n1 (stereo not given)
    30.0*	8.1%	5.2%	-24.4%	-13.7%	-6.1	-8.1%	-15.7%	-6.2%
> COc1ccccc1NC(=O)Cn1c(=O)c(N(C)C)c(N)n(C)c1=O
    16.4	20.5%	-0.3%	-18.8%	-8.0%	5.0	6.3%	-17.6%	0.4%
> COc1ccc(-n2c(C)c(C(C)=O)c3cc(OC(=O)COc4ccccc4)ccc32)cc1
    -12.9	?	-3.9%	-14.4%	0.0%	/	0.8%	5.3%	-4.8%
> COc1ccc2nc(C(F)(F)C(F)(F)F)c(C#N)c(N)c2c1
    0.0	?	1.4%	i	-19.7%	10.0	-24.2%	17.8%	0.4%
> COc1ccc(C(c2nnnn2Cc2ccccc2)N2CCN(c3nc4ccccc4s3)CC2)cc1 (stereo not given)
    6.8	?	-14.0%	i	?	-16.8	-11.5%	9.5%	13.2%
> CCc1nnc(NC(=O)C2c3ccccc3Oc3ccccc32)s1
    1.7	?	-30.1%	29.3%	-20.1%	-12.1	-3.8%	-23.1%	-5.6%
> Cc1ccc(S(=O)(=O)N2C[C@H]3n4c(=O)ccc(=O)n4C[C@H](OC(=O)NCc4ccccc4)[C@@]3(O)C2)cc1
    -0.4	?	-5.2%	-63.7%[inhibitor]	10.3%	2.1	-11.0%	18.1%	-0.6%
> COc1cc(CO)ccc1OCC(=O)N1CCc2ccccc21
    -6.1	1.5%	-3.5%	i	-3.6%	-23.7	-6.1%	/	/
> NS(=O)(=O)c1cccc(NC(=O)CSc2nnc(-c3ccccc3F)n2C2CC2)c1
    -16.5	-3.5%	8.1%	i	?	-22.5	1.3%	-14.5%	-1.5%
> Cc1ccc(S(=O)(=O)C2C(=O)NC3(C)CC2c2ccccc2O3)cc1 (stereo not given)
    1.9	11.8%	3.0%	i	0.7%	9.4	3.4%	?	5.9%
> COc1cc2c(C(=O)OCCN(C)C)c(CSc3ccccc3)n(C)c2cc1Br
    -10.0	-8.5%	0.9%	-22.8%	?	-21.4	-0.6%	-7.2%[9.22 µM]	-8.0%
> CC1=C(C(=O)OCc2ccccc2)C(c2cccs2)NC(=O)N1CCCC(=O)O (stereo not given)
    2.6	3.9%	10.8%	-15.6%	?	21.5	-2.6%	24.1%	1.0%

Screens from PubChem BioAssay.

Only part of the results is shown, so the mix of outcomes need not match the whole.
